# Screens (PubChem BioAssay)
# KB-V1 cytotox = qHTS assay for MDR1-selective chemotherapeutics: Primary screen using the drug-selected MDR subline cells KB-V1 | 400,000 tested, 3.4% active | KB-V1 MDR cells viability, CellTiter-Glo, 72 h | Potency, µM (highest dose often 46.1 µM), without a hit: at the highest dose activity change, negative = cytotoxicity, actives largely listed as cytotoxic; further: on the % scale 0 is the no-effect control and ±100 the full control effect; nearly all actives have a fitted effect of over 60% in size
#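 Compound-treated KB-V1 multidrug-resistant cells, 72 h, 37 degrees C; viability by CellTiter-Glo. Fitted qHTS curves give the values.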
# HT1080-NT tox = qHTS for induction of synthetic lethality in tumor cells producing 2HG: qHTS for the HT-1080-NT fibrosarcoma cell line | HT-1080-NT fibrosarcoma viability, CellTiter-Glo ATP luminescence, 48 h | 360,000 tested, 1.6% active | Potency, µM (doses to about 46.1 µM), without a hit: at the highest dose activity, negative = less viability, hits mostly cytotoxic;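 further: NT is the 2HG producing partner of a matched IDH1 knockdown line; 0% = DMSO-treated cells and -100% = media-only wells without cells; nearly all actives have a fitted effect of over 55% in size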
#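 Compounds were tested in concentration-response format on HT-1080-NT cells for 48 hours at 37 degrees C. Cell viability came from CellTiter-Glo luminescence; curves were classified by r2, response magnitude and activity.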
# KB-3-1 tox = qHTS assay for MDR1-selective chemotherapeutics: Primary screen using the parental adenocarcinoma cell KB-3-1; KB-3-1 viability, CellTiter-Glo ATP luminescence, 72 h; AID 1347075, 2019; 400,000 tested, 1.4% active; Potency, µM (top dose mostly 46.1 µM), inactives show at the highest dose activity change, negative = cytotoxic, hits mostly cytotoxic; further: on the % scale 0 is the no-effect control and ±100 the full control effect; nearly all actives have a fitted effect of over 60% in size
#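 Cytotoxicity measured as CellTiter-Glo luminescence after 72 h at 37 C. Compound titrations were pinned onto drug-naive KB-3-1 parental adenocarcinoma cells grown in DMEM with 10% FBS, and normalized data fitted to concentration-response curves.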
# GLP1R cytotox = qHTS of GLP-1 Receptor Inverse Agonists: Cytotox Screen. 410,000 tested, 0.13% active. HEK293 cAMP-luciferase reporter cells, luminescence, 24 h. Potency, µM (series often up to 38.3 µM), inactives show at the highest dose activity change, negative = inhibition, hits mostly inhibitors. AID 624418, 2012;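 further: loss of luciferase light is scored as toxicity; on the % scale 0 is the no-effect control and ±100 the full control effect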
#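 Compound-treated cells are incubated 24 hr at 37 deg C under 5% CO2 after a 12 hour attachment period, then luciferase detection reagent is added and luminescence is measured following 12 min at room temperature; lowered signal indicates toxicity.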
# HT1080 IDH1KD tx = qHTS for induction of synthetic lethality in tumor cells producing 2HG: qHTS for the HT-1080-IDH1KD cell line. HT-1080 IDH1 knockdown viability, ATP luminescence, 48 h. 360,000 tested, 2% active. Potency, µM (titrated, usually from 46.1 µM), inactives show at the top dose activity, negative = toxicity, actives largely listed as cytotoxic;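 further: 0% = DMSO wells and -100% = cell-free medium wells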
#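 Assay cells: HT-1080 with IDH1 knockdown, 750 per well, RPMI/5% FBS. Exposure: 48 h at 37 °C following 2 h pre-incubation. Read: CellTiter-Glo luminescence; fitted concentration-response, curve class assigned.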
# GLP-1R inv ag = qHTS of GLP-1 Receptor Inverse Agonists (Inhibition Mode); Potency, µM (highest dose often 38.3 µM), for the others: at the highest dose activity change, negative = inhibition, most hits filed as inhibitors; HEK293 GLP-1R CRE-luciferase, luminescence, 24 h; GLP-1R form is constitutively active; 410,000 tested, 1.6% active; Glucagon-like peptide 1 receptor (Homo sapiens), P43220; AID 624417, 2012; further: on the % scale 0 is the no-effect control and ±100 the full control effect; nearly all actives have a fitted effect of over 55% in size
# Target sequence (P43220 whole entry, looked up): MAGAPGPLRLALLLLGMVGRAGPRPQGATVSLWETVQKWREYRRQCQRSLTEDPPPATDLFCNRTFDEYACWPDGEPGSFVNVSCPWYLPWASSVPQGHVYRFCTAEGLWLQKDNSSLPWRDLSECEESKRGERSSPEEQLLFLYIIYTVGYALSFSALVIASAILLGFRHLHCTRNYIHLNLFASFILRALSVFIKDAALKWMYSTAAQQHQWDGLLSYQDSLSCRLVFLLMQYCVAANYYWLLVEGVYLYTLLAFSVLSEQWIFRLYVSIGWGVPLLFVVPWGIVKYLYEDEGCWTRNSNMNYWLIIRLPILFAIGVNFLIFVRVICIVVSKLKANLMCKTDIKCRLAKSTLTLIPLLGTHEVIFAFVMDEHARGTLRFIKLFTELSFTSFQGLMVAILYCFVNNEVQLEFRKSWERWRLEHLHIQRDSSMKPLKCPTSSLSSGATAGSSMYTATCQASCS
#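 GLP-1R inverse agonism mode: basal reporter luminescence in engineered HEK293 cells measured after one day of compound exposure at 37 deg C, with a 12 min room-temperature detection step.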
# TDP43 rescue = qHTS of TDP-43 Inhibitors. TDP-43 expressing yeast growth rescue, BacTiter-Glo, 24 h. Potency, µM (series often up to 46.1 µM), for the others: at the highest dose growth rescue (activation), usual class: activators. 410,000 tested, 1.8% active. AID 652104, 2013; further: % of control where 0% means no effect; nearly all actives have a fitted effect of over 50% in size
#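 Yeast expressing TDP-43 (pregrown in raffinose, seeded at OD600=0.02 in galactose medium) exposed to compounds 24 hr at 30 deg C. Growth read by BacTiter-Glo luminescence; rescue of toxicity appears as increased signal.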
# GLP-1R agonist = qHTS of GLP-1 Receptor Agonists; Glucagon-like peptide 1 receptor (Homo sapiens), P43220; HEK293 GLP-1R CRE-luciferase, luminescence, 4-6 h; cells express a hypersensitive GLP-1R form; Potency, µM (series often up to 45.6 µM), for inactives: top-dose activation, hits mostly activators; 380,000 tested, 0.007% active; AID 624172, 2012; further: % of control where 0% means no effect
# SW480 rerep = A quantitative high throughput screen for small molecules that induce DNA re-replication in SW480 colon adenocarcinoma cells; SW480 DNA re-replication, Hoechst DNA content imaging, 48 h; Potency, µM (titrated, usually from 46.1 µM), for inactives: at the highest dose re-replication activation, usual class: activators; 340,000 tested, 1.8% active; AID 624297, 2012; further: % of control where 0% means no effect; nearly all actives have a fitted effect of over 55% in size
#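 DNA re-replication was detected as more nuclei of elevated Hoechst intensity after 48 hr exposure to compound (23 nL pinned per well of 250 cells).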
# Numbers without * were called inactive; ? = inconclusive; · = no result given; & = joins results of further samples; [ ] = remark or other dose. The call rests on the fitted dose curve; in most records, active means well fitted curve in the direction sought with a large enough effect; inconclusive means small, poorly fitted or top-dose-only effect, or another doubt; inactive means no such curve, though single readings can be large; an effect the other way counts as inactive or inconclusive. Potency means the concentration at half of the fitted maximal effect.
SMILES,KB-V1 cytotox,HT1080-NT tox,KB-3-1 tox,GLP1R cytotox,HT1080 IDH1KD tx,GLP-1R inv ag,TDP43 rescue,GLP-1R agonist,SW480 rerep
O=c1c2[nH]c3ccc(Cl)cc3c2ncn1Cc1ccccn1,-28%,8%,18%,-2%,16%,35%[activator],11%,16%,-111%[inhibitor]
CCC/C=N/NC(=O)c1ccc(F)cc1,25%,3%,6%,1%,7%,28%,-7%,16%,-1%
COc1cc(OC)cc(C(=O)OCC(=O)Nc2sccc2C(N)=O)c1,-1%,-8%,3%,-10%,0%,6%,10%,-3%,-7%
CCOc1ccc(-n2c(SCC(=O)NC3CCS(=O)(=O)C3)nnc2-c2cccnc2)cc1 (stereo not given),5%,1%,1%,-2%,5%,24%,-3%,0%,-4%
Cc1nc(N2CCN(c3ccccn3)CC2)c2c(C)c(C(=O)Nc3ccccc3F)sc2n1,?,6%,21µM*,2%,11%,3%,-26%,3%,-5%
COc1cccc(COC(=O)CSCC(=O)Nc2cccc(C)c2)c1OC,6%,-6%,-1%,-1%,-7%,-11%,11%,-2%,-1%
CC(C)NC(=O)c1ccc2c(c1)N(CC(=O)N1CCCC1)C(=O)C(C)(C)O2,25%,-11%,4%,-2%,0%,19%,-11%,3%,-6%
COc1cccc(NC(=O)Nc2cc(C)ccc2F)c1,9%,7%,-4%,-13%,-1%,?,25%,-9%,-3%
COc1ccc(NS(=O)(=O)c2ccc(O)c(NC(=O)c3ccc(S(=O)(=O)N4CCCC4)cc3)c2)cc1,13%,-16%,0%,-8%,-14%,12%,-8%,-3%,-7%
N#CC1=C(N)N2C(=C(C#N)C13CCN(Cc1ccccc1)CC3)Nc1ccccc12,-2%,-1%,-12%,75%[activator],-19%,0%,-23%,-9%,12%
O=C(OCC(=O)N1CCN(S(=O)(=O)c2ccc(Cl)cc2)CC1)C1CC1,-1%,9%,0%,4%,3%,16%,3%,0%,-2%
O=C(C(O)c1ccccc1)N1CCN(S(=O)(=O)c2ccc(OC(F)(F)F)cc2)CC1 (stereo not given),?,-2%,-5%,1%,-3%,11%,0%,·,·
O=C(CSc1ccccc1F)Nc1ccc(N2CCOCC2)cc1,-12%,10%[9.24 µM],0%,3%,13%,-5%,14%,0%,11%
O=c1[nH]c(SCc2ccc(Cl)cc2)nc2ccccc12,-18%,1%,?,22%,1%,16%,4%,-5%,-13%
Cc1ccc(/C(O)=C2\C(=O)C(=O)N(CC(C)O)C2c2ccccn2)cc1 (stereo not given),4%,15%,-2%,16%,4%,1%,5%[9.22 µM],-2%,-8%
NNC(=O)c1cc(-c2cccs2)nc2ccccc12,-8%,-8%,0%,-17%,?,?,-9%,5%,?
CSc1ccccc1C(=O)NCc1ccccc1C,4%,8%,1%,12%,-5%,-30%,?,3%,3%
CCN(C(=O)Cn1nc2c3cc(F)ccc3n(Cc3cccc(C)c3)cc-2c1=O)c1cccc(C)c1,?,·,6%,14%,·,3%,3%,·,·
CN1CCN(C(=O)c2ccccc2NC(=O)C(C)(C)C)CC1,8%,18%,5%,8%,12%,-2%,-1%,-13%,-10%
O=S(=O)(c1ccc(F)c(F)c1)N1CCCc2ccccc21,-17%,0%,6%,-14%,-5%,?,?,-2%,-6%
CCOC(=O)C1CCN(S(=O)(=O)c2ccc3c4c(cccc24)C(=O)N3CC)CC1,0%,-8%,-6%,448%[activator],-7%,6%,-9%,20%,-36%[inhibitor]
Cc1ccc(Nc2c(F)c(F)c(F)c(F)c2C(=O)O)c(C)c1,-4%,-2%,?,2%,-1%,?,-21%,0%,2%
O=C(Nc1cc(Cl)cc(Cl)c1)c1cccc(OC(F)F)c1,16µM*,-13%,13µM*,-26%,-5%,13µM*,?,-4%,3%
Cc1cc(C)c2oc(C(=O)N3CCN(C)CC3)cc(=O)c2c1,3%,-1%,-1%,-2%,14%,19%,-16%,9%,-2%
O=[N+]([O-])c1cc(C(F)(F)F)cc([N+](=O)[O-])c1Sc1n[nH]c(C(F)(F)F)n1,?,-2%,19%,-11%,18%,-19%,-18%[1.82 µM],5%,?

# (continued)
SMILES,KB-V1 cytotox,HT1080-NT tox,KB-3-1 tox,GLP1R cytotox,HT1080 IDH1KD tx,GLP-1R inv ag,TDP43 rescue,GLP-1R agonist,SW480 rerep
COc1ccccc1-c1cc2nc(NCc3cccc(Cl)c3)ccn2n1,5%,-3%,0%,-23%,-18%,?,18µM*,11%,·
COc1cccc(/C=N/NC(=O)c2ccc(N3CCCC3=O)cc2)c1,?,?,16µM*,-10%,?,3%,-9%,16%,1.8µM*
COc1ccc2c(c1)c(/C=C/c1cc[n+](C)cc1)cn2C,?,0%,16µM*,3%,-3%,-37%,6%,-3%,0%
O=C(CSc1nc2ccccc2n1CC(=O)N1CCCC1)Nc1nccs1,12%,-7%,0%,-17%,12%,-10%,-11%,-8%,0%
COc1cc(C=O)ccc1Oc1nnnn1-c1ccc(C(N)=O)cc1,-1%,8%,-7%,2%,2%,6%,-5%,6%,-1%
O=S(=O)(c1ccc(Oc2ccc(Cl)cc2)nc1)N1CCOCC1,-10%,-8%,-15%,13%,-2%,-27%,-15%,8%,-82%[inhibitor]
C=CCNC(=O)/C(C#N)=C/c1ccc2c(c1)OCCO2,-2%,3%,2%,-11%,3%,36%[activator],0%,6%,-5%
NC(=O)CSc1nnc(-c2ccc(O)cc2)n1Cc1ccco1,6%,14%,-6%,-5%,18%,-1%,7%,-2%,-2%
C#CCNC(=O)C1=C[C@H](c2ccccc2)[C@@H](CCCO)[C@H](OCC)O1,18%,1%,0%,-4%,5%,13%,14%,5%,-23%
Cc1ccc2c(c1)CCCN2C(=O)c1ccc2c(c1)OCO2,-11%,-3%,15%,-10%,-8%,-13%,0%,9%,2%
NC(COCc1ccccc1)c1csc(Nc2nncc3ccccc23)n1 (stereo not given),?,?,0%,?,?,?,1%,2%,·
Clc1ccc(-n2ncc3c(N4CCCC4)ncnc32)cc1,?,5%,-1%,2%,2%,13%,-20%,0%,-1%&-5%
CCCN1C(=O)/C(=C/c2nc3ccccc3c(=O)[nH]2)c2ccccc21,1%,1%,-8%,17%,7%,0%,3%,-5%,0%
CC(=O)N1c2cc3ccccc3cc2N(C(C)=O)c2cc3ccccc3cc21,-4%,-1%,-1%,-9%,15%,36%,-7%,14%,-3%
Cc1ccc(-n2c(C)cc(C(=S)N3CCOCC3)c2C)cc1C,?,?,-5%,5%,17%[9.24 µM],1%,-7%,4%,1%
N#Cc1cccc(NC(=O)c2ccccc2C(=O)O)c1,-1%,9%,2%,7%,-14%,6%,-11%,0%,-24%
CC(C)C(NC(=O)c1ccc(C(C)(C)C)cc1)C(=O)NCc1ccccn1 (stereo not given),-3%,3%[9.24 µM],6%,-10%,3%,?,18%,3%,-15%
COc1ccc(NC(=O)CN2C(=O)NC3(CCCCCC3)C2=O)cc1Cl,0%,-10%,-14%,10%,?,?,-10%,8%,?
CC(C)(C)C(=O)[C@@H]1[C@@H]2C(=O)N(C3CCCCC3)C(=O)[C@@H]2[C@H]2c3ccccc3C=CN12,4%,-9%,0%,10%,-9%,?,-22%,0%,7%
COc1ccc(CNS(=O)(=O)c2cc3c4c(c2)C(C)C(=O)N4CCC3)cc1 (stereo not given),8%,-1%,-15%,-16%,1%,12%,12%,-1%,-17%
Cc1cc(C)c(NS(=O)(=O)c2ccc(NC(=O)c3cccs3)cc2)c(C)c1,0%,0%,2%,-16%,-9%,?,25%,-1%,2%
CC1(C(=O)NS(=O)(=O)c2cccc(OC(F)F)c2)CCN1C(=O)CC1CCCC1 (stereo not given),3%,28%,0%,-5%,27%,10%,23%,-2%,·
CCCCNC(=O)C[C@@H]1C[C@@]2(C(=O)OC)CC(C)(C)CC=C2N(Cc2ccccc2)C1=O,?,-16%,-13%,-14%,-1%,?,15%,·,·
CC1CCN(S(=O)(=O)c2ccccc2[N+](=O)[O-])CC1,?,-1%,-1%,69%[activator],-7%,-11%,?,10%,18%
Cc1ncccc1C(=O)N1CCCC(CNC(=O)c2ccc(-c3ccccc3)cc2)C1 (stereo not given),18%,-6%,-23%,-2%,-14%,-6%,10%,1%,-4%
CCc1nc(SCC(=O)Nc2ccc(C(=O)O)cc2)n[nH]1,9%,-1%,14%,2%,7%,15%,-5%,-4%,-16%
COc1nccnc1NS(=O)(=O)c1ccc(NC(=O)c2ccc(F)cc2)cc1,9%,7%,-1%,1%,-3%,-4%,0%,1%,-7%
